# PRMT1 FP inh – PRMT1 methyltransferase inhibitors, primary screen, biochemical, fluorescence polarization; inhibition, % at 2.79 µM; hit rate 1.3% among 370,000; recombinant PRMT1, activity-based probe fluorescence polarization; Protein arginine N-methyltransferase 1 (Homo sapiens), Q99873;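 active means inhibition above about 21% made by adding two undisclosed values, limit read from the data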
# mABHD4 FP – ABHD4 inhibitors, primary screen, biochemical, fluorescence polarization, mouse | purified mABHD4, FP-Rh probe fluorescence polarization | inhibition, % at 8.92 µM | hit rate 0.54% among 370,000;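 active means inhibition exceeding the mean over every tested compound plus 3 SD, cut at about 30% in these data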;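 further: 0% = plate median of compound wells and 100% = S159A mutant with DMSO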
#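 Assay system: wild-type mouse ABHD4 protein; compound: single nominal dose of 8.92 µM, 0.89% DMSO final; schedule: 45 min + 60 min at 25 °C; measured by: FP readout, ex 525 nm / em 598 nm; evaluation: % inhibition of FP-Rh probe binding versus controls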
# NPR2 activator – human GC-B receptor activators, primary screen, HEK293 GC-B cells, cGMP TR-FRET, EC30 CNP; activation, % at 10 µM; Atrial natriuretic peptide receptor 2 (Homo sapiens), P20594; 0% at EC30 CNP, 100% saturating CNP; hit rate 0.11% among 370,000;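 active means activation at 10 µM reaching about 35% in either raw or pattern-adjusted values, limit read from the data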
# HTRA1 inhibitor – HTRA1 serine protease inhibitors, primary screen, biochemical, fluorescence polarization, HTS; Q92743; recombinant HTRA1, FP-rhodamine activity-based probe; inhibition, % at 5.96 µM; hit rate 0.5% among 340,000; in the data active means inhibition above about 36%;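 further: 0% = enzyme with DMSO and 100% = wells lacking enzyme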
# TDP2 absorb – human TDP2 enzyme inhibitors, primary screen, biochemical, epi absorbance, recombinant enzyme; Tyrosyl-DNA phosphodiesterase 2 (Homo sapiens), O95551; T5PNP hydrolysis, p-nitrophenol absorbance 415 nm; inhibition, % at 12.8 µM; hit rate 0.34% among 370,000;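 active means inhibition above the mean of all tested compounds plus 3 SD, set per campaign, cut at about 25% in these data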;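 further: 0% = DMSO with enzyme and 100% = buffer with substrate but no TDP2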
#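 System – recombinant human TDP2 · Amount – 120 nM TDP2 per well · Buffer or medium – Mg2+-containing Tris-HCl buffer, pH 7.5 · Reagent – T5PNP substrate, 5 mM · Dosing – 12.8 µM single point, 1% DMSO · Incubation – 2 h at 37 °C · Measured by – epi absorbance · Read-out basis – percent inhibition · Benchmarks – high control without enzyme, low control DMSO plus TDP2 · Repeats – singlicate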
# TCR CD3 inh – inhibitors of human TCR-CD3 interaction, primary screen, biochemical, fluorescence, TAMRA-labeled TCR probe | hit rate 0.37% among 360,000 | T-cell receptor (TCR) | inhibition, % at 9.4 µM; in the data active means inhibition above about 19%;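 further: recombinant mutant TCR 2C K166C tagged with TAMRA read by polarization; 0% = receptor in buffer alone and 100% = receptor with positive control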
# LEDGF integ inh – blockers of LEDGF/p75-dependent integrase strand transfer – biochemical, TR-FRET, high throughput, primary screen; AID 743269, 2014; TR-FRET IN-LEDGF/p75 DNA integration, Eu/Cy5; hit rate 0.64% among 370,000; inhibition, % at 3.7 µM;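 active means inhibition above the screen-wide mean plus 3 SD, cut at about 13% in these data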;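 further: signal is the Cy5 over europium emission ratio at 671 and 618 nm; 0% = plate median of compound wells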
# MBD2 DNA inh – inhibitors of MBD2 binding to methylated DNA, primary screen, biochemical, TR-FRET, DNA-binding domain, human; inhibition, % at 4.4 µM; Methyl-CpG-binding domain protein 2 (Homo sapiens), Q9UBB5; MBD2 binding to methylated oligonucleotide; hit rate 0.31% among 370,000; in the data active means inhibition above about 13%
# Target sequence (Q9UBB5 whole entry, looked up, the tested form may be a part): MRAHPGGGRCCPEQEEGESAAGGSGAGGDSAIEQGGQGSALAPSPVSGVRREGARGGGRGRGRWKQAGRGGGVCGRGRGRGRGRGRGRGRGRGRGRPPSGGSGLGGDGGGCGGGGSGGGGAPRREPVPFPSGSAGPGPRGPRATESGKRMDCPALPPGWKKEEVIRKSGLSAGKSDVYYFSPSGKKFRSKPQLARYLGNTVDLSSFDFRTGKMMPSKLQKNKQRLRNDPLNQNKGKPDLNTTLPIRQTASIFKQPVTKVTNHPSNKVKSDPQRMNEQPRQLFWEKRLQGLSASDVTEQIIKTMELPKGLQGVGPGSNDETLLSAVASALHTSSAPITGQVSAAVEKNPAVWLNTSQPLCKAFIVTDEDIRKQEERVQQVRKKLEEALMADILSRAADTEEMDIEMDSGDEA
# SIAE inh – human SIAE inhibitors, primary screen, biochemical, fluorescence polarization, FP-Rh probe, 1536-well HTS; Sialate O-acetylesterase (Homo sapiens), Q9HAT2; SIAE FP-Rh probe binding; hit rate 0.69% among 370,000; inhibition, % at 9.66 µM; AID 1053197, 2014;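 active means inhibition above a cutoff: mean of compounds within the control limits plus 3 SD of those, cut at about 17% in these data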;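 further: 0% = plate median of compound wells and 100% = probe without SIAE protein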
# Target sequence (Q9HAT2 whole entry, looked up): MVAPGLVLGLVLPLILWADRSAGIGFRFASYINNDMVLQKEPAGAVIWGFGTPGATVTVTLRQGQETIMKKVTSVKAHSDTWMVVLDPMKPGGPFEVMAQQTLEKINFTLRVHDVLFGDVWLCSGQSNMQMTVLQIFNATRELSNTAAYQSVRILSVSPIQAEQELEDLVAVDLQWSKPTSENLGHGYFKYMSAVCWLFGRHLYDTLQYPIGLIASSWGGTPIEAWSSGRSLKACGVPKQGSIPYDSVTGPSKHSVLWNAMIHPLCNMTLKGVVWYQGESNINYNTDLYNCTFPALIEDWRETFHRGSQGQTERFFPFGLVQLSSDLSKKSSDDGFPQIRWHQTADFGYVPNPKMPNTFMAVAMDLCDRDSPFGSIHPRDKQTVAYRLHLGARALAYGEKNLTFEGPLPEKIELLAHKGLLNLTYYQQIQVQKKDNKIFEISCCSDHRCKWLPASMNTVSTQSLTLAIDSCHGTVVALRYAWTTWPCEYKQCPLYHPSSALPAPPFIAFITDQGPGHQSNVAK
# rCAG RNA binder – binders of r(CAG) RNA repeats, primary screen, biochemical, fluorescence; r(CAG) RNA repeat, TO-PRO-1 dye displacement fluorescence; hit rate 1.3% among 370,000; inhibition, % at 3 µM;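 active means inhibition above the plate cutoff, the mean of all test compounds on that plate plus 3 SD, cut at about 35% in these data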;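 further: 0% = DMSO alone and 100% = 100 µM mitoxantrone as full dye displacement; higher means more dye released from RNA so lower well fluorescence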
# Numbers without * were called inactive; . = no result given. Not all compounds are listed, so the mix of outcomes need not match the whole.
SMILES,PRMT1 FP inh,mABHD4 FP,NPR2 activator,HTRA1 inhibitor,TDP2 absorb,TCR CD3 inh,LEDGF integ inh,MBD2 DNA inh,SIAE inh,rCAG RNA binder
COc1ccc(C2=Nc3ccccc3N(C(=O)c3ccc(C)cc3)C2C(=O)Nc2c(C)cccc2C)cc1 (stereo unspecified),-3,5,1,.,4,0,4,-4,-14,9
CCOc1ccc(-n2c(=O)c3sccc3n(Cc3cccc([N+](=O)[O-])c3)c2=O)cc1,4,1,-4,4,2,-7,-6,-4,-1,0
Cc1ccc(NS(=O)(=O)c2cccc(C(=O)NCCc3c[nH]c4ccccc34)c2)c(C)c1,1,-23,-2,-27,-7,2,0,-1,-3,6
CCCCNC(=O)[C@H](Cc1c[nH]c2ccccc12)NC(=O)c1ccccc1Cl,2,0,5,-1,8,-2,-1,4,2,-1
Cc1ccc(CNC(=O)Cn2ccc3cc(S(=O)(=O)N4CCCC4)ccc32)o1,2,-9,2,4,-25,-6,1,-5,-5,8
CCOC(=O)N1CCC(NC(=O)c2cnn3c2NC(c2ccco2)CC3C(F)(F)F)CC1 (stereo unspecified),-2,-7,2,-12,-6,0,-1,0,-9,-6
CCC(C)(C)n1nnnc1C(c1cc(OC)ccc1OC)N1CCC(C(N)=O)CC1 (stereo unspecified),-6,4,-2,2,13,3,4,-3,8,-8
COc1ccc(NC(=O)CN(C)C(=O)CCNC(=O)c2ccccc2OC)cc1,-3,0,-6,7,7,2,4,-2,5,-3
CN(C)c1cc[n+](CC(=O)c2ccc(OC(F)F)cc2)cc1,-2,-1,3,-1,4,-3,0,-5,-5,-3
CCCCOc1ccc(C(C)NC(=O)CCS(=O)(=O)Cc2ccccc2Cl)cc1 (stereo unspecified),1,-1,2,3,0,2,3,1,-5,-2
Cc1csc(=Nc2ccccc2)n1CCO,-3,5,4,5,-19,5,1,-2,4,3
CCCC(c1nnnn1CC1CCCO1)N1CCN(c2ccccc2)CC1 (stereo unspecified),-2,4,-3,4,-7,-7,-5,0,5,0
Cc1occc1-c1nc(-c2ccncc2)no1,4,-7,-4,-4,10,3,2,4,-1,-1
O=C(Cn1cnc2c(nnn2-c2cccc(F)c2)c1=O)Nc1ccc2c(c1)OCCO2,5,-2,-6,-3,-10,-5,2,8,-10,5
CC(C)c1nc2sc3c(=S)nc[nH]c3c2c2c1CCC2,4,1,-2,2,4,6,3,0,5,10
c1ccc2c3c([nH]c2c1)C(C1CCCCC1)N(Cc1ncc[nH]1)CC3 (stereo unspecified),-1,2,-10,-5,-1,12,0,-4,-10,-4
CCCC/C=C1/[C@H](CC)N(C)C2=N[C@@H](c3ccccc3)CC(=O)N21,3,0,-10,.,6,.,-7,0,5,.
O=C(c1ccc([N+](=O)[O-])cc1)N1CCSC1c1ccc(Cl)cc1 (stereo unspecified),1,-3,-8,0,-1,6,1,2,0,0
COc1ccc(C(C)=O)cc1CN1CCCCC1,-4,-2,4,0,0,-1,0,1,-1,-1
COc1ccc2c(C)cc(=O)oc2c1OCC(O)CN1CCOCC1 (stereo unspecified),-1,-4,1,.,-2,2,7,-2,0,0
Cc1c(Cl)cccc1N(CC(=O)NC1CCCCC1)S(C)(=O)=O,1,-3,0,4,-1,5,2,-4,0,-2
O=C(Nc1ccc2c(c1)OCO2)c1cc(-c2cccnc2)nc2ccccc12,5,10,7,-3,6,3,2,3,4,8
Cc1ccc(Nc2nc(NCC3CCCO3)nc(N)c2[N+](=O)[O-])cc1 (stereo unspecified),1,-4,0,-11,6,-1,0,0,-8,1
CN1/C(=C/C2CC(=O)NC2=O)C(C)(C)c2ccccc21 (stereo unspecified),5,1,3,3,2,0,1,-7,2,3

# 6 entries from above, arranged by length of the SMILES, highest first.
SMILES,PRMT1 FP inh,mABHD4 FP,NPR2 activator,HTRA1 inhibitor,TDP2 absorb,TCR CD3 inh,LEDGF integ inh,MBD2 DNA inh,SIAE inh,rCAG RNA binder
CCCC/C=C1/[C@H](CC)N(C)C2=N[C@@H](c3ccccc3)CC(=O)N21,3,0,-10,.,6,.,-7,0,5,.
Cc1ccc(Nc2nc(NCC3CCCO3)nc(N)c2[N+](=O)[O-])cc1 (stereo unspecified),1,-4,0,-11,6,-1,0,0,-8,1
Cc1c(Cl)cccc1N(CC(=O)NC1CCCCC1)S(C)(=O)=O,1,-3,0,4,-1,5,2,-4,0,-2
CN1/C(=C/C2CC(=O)NC2=O)C(C)(C)c2ccccc21 (stereo unspecified),5,1,3,3,2,0,1,-7,2,3
CC(C)c1nc2sc3c(=S)nc[nH]c3c2c2c1CCC2,4,1,-2,2,4,6,3,0,5,10
COc1ccc(C(C)=O)cc1CN1CCCCC1,-4,-2,4,0,0,-1,0,1,-1,-1

# Other compounds follow.
SMILES,PRMT1 FP inh,mABHD4 FP,NPR2 activator,HTRA1 inhibitor,TDP2 absorb,TCR CD3 inh,LEDGF integ inh,MBD2 DNA inh,SIAE inh,rCAG RNA binder
COc1ccccc1CNS(=O)(=O)c1c(C)noc1C,3,-2,1,2,3,6,-1,-5,-5,-1
Cc1cccc(C(=O)OCC(=O)Nc2ccc(N3CCCCC3)cc2)c1O,1,6,-2,-2,-4,0,-3,1,-6,5
COc1ccccc1OP(=O)(O)Oc1ccccc1OC,-2,-1,1,0,6,0,5,-5,-5,0
O=C(CC1Sc2ncnn2C1=O)Nc1ccc(Cl)cc1 (stereo unspecified),9,-2,-6,.,4,4,3,-1,3,3
O=C(NCN1CCN(c2ccccc2F)CC1)c1cccnc1,-3,8,5,12,-5,5,2,0,1,-1
Cc1ccc(OC2=NS(=O)(=O)c3ccccc32)cc1,2,6,0,2,2,-2,-6,-4,1,4
COc1ccc(CCN(C(=O)C(F)(F)F)C(C(=O)NC2CCCCC2)c2cccs2)cc1 (stereo unspecified),0,-9,-10,-45,-10,-4,1,3,-2,-2
CC(C)(C)NC(=O)C(c1ccc(F)cc1)N(CC1CCCO1)C(=O)CCC(=O)Nc1ccccn1 (stereo unspecified),0,5,7,-5,-5,4,-3,0,4,-2
C/C(N)=C(/C#N)C(=O)CSc1nnc(-c2ccc3c(c2)OCO3)o1,4,3,-4,2,-6,-3,-5,3,4,-1
Cc1ccc2[nH]c(CCN(C)C)c(CN3CCOCC3)c2c1,-2,-2,1,2,4,8,2,-2,7,0
Cc1ccccc1OCC(O)CN(Cc1ccccc1O)C1CCCCC1 (stereo unspecified),1,1,-3,-8,2,5,1,-5,3,-5
O=C(c1cc(COc2ccc(F)cc2Cl)on1)N1CCCCCCC1,2,-11,0,-10,2,4,0,-6,1,-6
CC(C)c1ccc(-c2noc(C3CCCN(C(=O)c4ccc(F)cc4F)C3)n2)cc1 (stereo unspecified),1,-5,-1,-21,-1,6,-5,3,-3,14
NC1=NS(=O)(=O)NC1c1cccc(F)c1 (stereo unspecified),-1,-2,0,-1,1,1,-3,-6,-1,-1
O=C(NCCCn1ccnc1)c1ccc(Cl)c(S(=O)(=O)N2CCOCC2)c1,-7,4,3,7,7,-1,2,-4,3,-1
O=C(c1ccc(N2CCN(C(=O)c3cccc(F)c3)CC2)cc1)c1cccc(F)c1,0,-7,1,-7,5,0,-1,-2,-3,-6
O=C1CSC(c2cccc([N+](=O)[O-])c2)N1CCc1ccccc1 (stereo unspecified),4,4,-2,-4,2,-4,-3,-1,-6,-6
O=C(N[C@@H](Cc1cccnc1)C(=O)N1CCC[C@H]1C(=O)NCCc1ccccc1Cl)c1cccs1,0,2,-2,.,5,1,4,0,-7,0
COc1ccc(C=C(C#N)C(=O)c2ccccc2)cc1,9,-57,7,.,-4,-7,1,3,-5,7
O=C(O)CN1C(=O)/C(=C\c2cc(Br)ccc2OCc2ccc(Cl)cc2)SC1=S,19,-20,-2,-72,26*,7,0,1,-16,88*
CC(C)(C)NC(=O)CC(c1ccccc1)c1ccccc1O (stereo unspecified),-1,-1,-6,-10,1,5,2,-4,-3,2
Cc1ccc(NC(=O)c2ccc(C)c(NC3=NC4CS(=O)(=O)CC4S3)c2)cc1C (stereo unspecified),2,1,2,-7,0,-1,6,-4,2,6
CCCNC(=O)COc1ccc(S(=O)(=O)Nc2ccc(C)cc2)cc1,-5,-4,-3,2,-14,0,0,-6,4,0
CCC(C(=O)NCc1ccc(OC)cc1)n1nc(C)n2c(cc3occc32)c1=O (stereo unspecified),-1,-3,-12,4,8,-3,1,3,3,2
CCCS(=O)(=O)N1CCC(C(=O)NCCCN(CC)c2cccc(C)c2)CC1,-1,4,0,7,0,-2,2,1,-1,0
Cn1c(=O)n(Cc2ccc(Br)cc2)c2ccccc21,3,1,-2,-10,-6,10,4,4,2,-6
CC(Oc1ccc(Cl)cc1Cl)C(=O)NC1=NN(c2ccccc2)C(=O)C1 (stereo unspecified),-2,18,0,-3,2,6,2,-7,2,58*

# Look-ups from the list.
# TCR CD3 inh result of `COc1ccc(C=C(C#N)C(=O)c2ccccc2)cc1` reads -7
# SIAE inh result of `O=C(c1ccc(N2CCN(C(=O)c3cccc(F)c3)CC2)cc1)c1cccc(F)c1` reads -3
# LEDGF integ inh result of `Cc1ccc(NC(=O)c2ccc(C)c(NC3=NC4CS(=O)(=O)CC4S3)c2)cc1C` (stereo unspecified) reads 6
# MBD2 DNA inh result of `NC1=NS(=O)(=O)NC1c1cccc(F)c1` (stereo unspecified) reads -6

# Screens (PubChem)
